Cneo AK release: Cryptococcus neoformans lysis via adenylate kinase release | C. neoformans lysis, adenylate kinase release luminescence, 4 h; normalised: neutral wells 0, clomiphene wells 100 | lysis activity, % at 15 µM | 360,000 compounds, 0.2% hits | AID 651654;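 active means mean lysis activity across replicates of at least 80%, whatever share of replicates individually reach that level; inactive means mean lysis activity below 80%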
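Assay system: Cryptococcus neoformans yeast cells / Dosing: single-point compound dose / Timing: 4 h at 37 °C static, read 1 h later / Measured by: luminescence of released adenylate kinase using an AK detection reagent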
esBAF inh: blocks esBAF chromatin remodeling in mouse ES cells; Bmi1-luciferase knock-in reporter, 24 h; 100% = twice the neutral-well signal; reporter increase, % at 12.5 µM; 350,000 compounds, 2% hits; in the data active means activation above about 40%; inconclusive means no clear call, values can overlap the other calls;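 further: 0% = median of the plate's neutral control wells and 100% = double that signal; a rise in the Bmi1 reporter signal indicates esBAF inhibition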
SIRT5 block: sirtuin-5 (human) deacylase inhibition | Purified SirT5, succinyl-peptide AMC, trypsin-coupled fluorescence | Q9NXA8 | 330,000 compounds, 1.1% hits | inhibition, % at 15 µM; in the data active means inhibition above about 15%; inconclusive means no clear call, values can overlap the other calls
Target sequence (Q9NXA8 whole entry, looked up): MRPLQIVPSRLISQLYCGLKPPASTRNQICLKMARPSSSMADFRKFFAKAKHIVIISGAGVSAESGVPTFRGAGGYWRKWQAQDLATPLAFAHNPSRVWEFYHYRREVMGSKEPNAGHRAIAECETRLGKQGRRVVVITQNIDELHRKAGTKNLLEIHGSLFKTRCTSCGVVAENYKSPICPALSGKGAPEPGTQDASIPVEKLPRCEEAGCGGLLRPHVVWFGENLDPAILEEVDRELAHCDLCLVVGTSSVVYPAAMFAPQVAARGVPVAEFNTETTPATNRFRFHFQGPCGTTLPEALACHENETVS
ARNT TACC3 PPI: disrupts binding between human ARNT and TACC3. inhibition, % at 9.99 µM. AlphaScreen His-ARNT PAS-B/GST-TACC3 binding, luminescence; TACC3 fragment carries E629A point mutation. 390,000 compounds, 0.66% hits;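 active means mean inhibition of replicates at least 50% and at least half of replicates each reaching 50%; inconclusive means half or more replicates reach 50% but mean below 50%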;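 further: 0% = complete ARNT plus TACC3 wells and 100% = ARNT alone without TACC3; many hits fall short of the cut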
miR122 inh: blocks miR-122 activity in Huh7 sensor cells | Huh7 miR-122 Renilla luciferase sensor, 48 h; neutral wells = 0, positive control = 100 | activation (reporter increase), % at 12.5 µM | 340,000 compounds, 0.3% hits | AID 602342;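 active means mean replicate activation score at least 90 and every replicate individually at or above 90; inconclusive means only one of the two criteria met; inactive means neither criterion met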;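 further: higher luciferase means less miR-122 activity so hits act as miR-122 inhibitors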
ERp5 block: blocks human ERp5 reductase activity on insulin; Q15084; ERp5 insulin aggregation, absorbance 650 nm, 90 min; inhibition, % at 9.99 µM; 350,000 compounds, 0.05% hits; AID 651711;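 active means mean replicate inhibition above about 25%, with every replicate also reaching it, limit read from the data, passing the limit was not always enough; inconclusive means only one of those two criteria met; inactive means neither criterion met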
Target sequence (Q15084 whole entry, looked up): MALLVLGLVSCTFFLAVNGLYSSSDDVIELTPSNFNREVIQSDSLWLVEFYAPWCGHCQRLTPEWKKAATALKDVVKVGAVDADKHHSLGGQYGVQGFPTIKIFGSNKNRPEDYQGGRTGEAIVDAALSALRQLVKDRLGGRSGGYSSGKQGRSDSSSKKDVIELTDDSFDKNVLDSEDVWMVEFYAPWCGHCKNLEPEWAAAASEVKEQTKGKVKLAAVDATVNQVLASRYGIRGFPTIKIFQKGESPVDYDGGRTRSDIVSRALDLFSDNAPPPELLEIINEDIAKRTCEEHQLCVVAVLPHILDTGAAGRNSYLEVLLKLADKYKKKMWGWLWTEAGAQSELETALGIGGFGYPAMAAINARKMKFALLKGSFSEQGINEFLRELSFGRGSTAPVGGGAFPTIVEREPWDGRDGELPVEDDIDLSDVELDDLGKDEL
Statin myotox sup: protects C2C12 myotubes from simvastatin toxicity; ATP luminescence, 48 h; scaled: DMSO 0, geranylgeraniol control 100; rescue of ATP level, % at 7.49 µM; 330,000 compounds, 0.78% hits; AID 602340;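 active means mean ATP rescue above about 67%, or every replicate alone reaching that limit, limit read from the data, passing the limit was not always enough; inconclusive means no clear call, values can overlap the other calls; inactive means mean under the limit and some replicate under it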;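 further: myotubes were challenged with 10 µM simvastatin during compound exposure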
* = called active by the depositor; ? = inconclusive; . = no result given; [ ] = remark or other dose.

entry	compound	ERp5 block	ARNT TACC3 PPI	SIRT5 block	Cneo AK release	Statin myotox sup	miR122 inh	esBAF inh
1	C#CCOCCOCCOCCNc1nc(N2CCN(C(=O)Cn3cc(CC(C)O)nn3)CC2)nc(N2CCN(C(=O)[C@H](CCCCN)n3cc(CC(C)O)nn3)CC2)n1 (stereo partly drawn)	-3	-12	-3	2	-10	.	0
2	C=CCNC(=O)C(C)N1c2cccc3cccc(c23)S1(=O)=O (stereo not drawn)	-2	-1	-2	-1	7	0	0
3	N#C[C@H]1N[C@H](CO)[C@H]1c1ccc(C#Cc2ccc(F)cc2)cc1	-1	-42	0	-1	7	.	-55
4	CCOC(=O)NC1(C(F)(F)F)NC(=O)N(c2ccc(F)cc2)C1=O (stereo not drawn)	-3	-4	-1	.	.	.	.
5	CCOC(=O)Cc1nnc(NC(=O)CSc2nncn2C)s1	-4	0	2	.	5	-2	-1
6	CCC1=NN2C(=N)/C(=C\c3ccc(OCCOc4ccc(NC(C)=O)cc4)cc3)C(=O)N=C2S1	-3	-2	5	-1	-2	1	4
7	COCC(=O)Nc1ccc2c(c1)C(=O)N(C)C[C@@H](OC)[C@@H](C)CN(Cc1cncnc1)[C@H](C)CO2	-5	-7	-3	-8	-10	3[16.7 µM]	1
8	O=C1CCC(C(=O)OC(C(=O)Nc2cc(Cl)cc(Cl)c2)c2ccccc2)=NN1 (stereo not drawn)	-4	.	-3	8	-12	.	-80
9	O=C(c1cccs1)N1CCN(c2nc3ccc([N+](=O)[O-])cc3s2)CC1	7	-5	-1	.	.	.	.
10	CS(=O)(=O)Nc1ccc2c(c1)[C@@H]1C[C@@H](CC(=O)N3CCOCC3)O[C@@H](CO)[C@@H]1O2	6	.	2	-6	4	7[16.7 µM]	3
11	COc1ccc(OCCC(=O)N2CCN(C)CC2)cc1	0	-7	2	0	-11	1	0
12	COc1ccc(S(=O)(=O)N(C)C[C@@H]2Oc3c(NS(=O)(=O)c4ccc(Cl)cc4)cccc3C(=O)N([C@@H](C)CO)C[C@@H]2C)cc1	.	9	.	2	-27	0[16.7 µM]	3
13	Cc1cc(NC(=O)CCC(=O)N(c2ccccc2)C(C(=O)NC(C)(C)C)c2ccccc2Cl)no1 (stereo not drawn)	1	-3	-1	1	-5	5	4
14	CCC1(COC(NC(=O)c2cccnc2)(C(F)(F)F)C(F)(F)F)COC1	.	-3	.	2	15	-5	13
15	CC[C@@H](C)[C@@H]1CN([C@@H](C)CN2CCC[C@H]2CN2C(N)=NC[C@@H]2Cc2ccccc2)C(=N)N1CCCC1CCCC1	-6	.	-2	3	-7	-4	-44
16	O=C(NCC1COc2ccccc2O1)C1(c2ccccc2)CCCC1 (stereo not drawn)	4	-7	-5	.	.	.	.
17	Cc1onc(-c2c(F)cccc2Cl)c1C(=O)Nc1ccc(S(=O)(=O)Nc2ncccn2)cc1	.	-2	.	-2	28	-1	2
18	COc1cc(O)c(C(C)=O)c(OC)c1	0	-1	0	2	12	0	-3
19	Clc1ccc(C2CC(c3ccccc3)Nc3ncnn32)cc1 (stereo not drawn)	0	0	1	-1	0	-3	-4
20	CCOC(=O)C1=C(CSc2nc3c(cc2C#N)CN(C)CC3)OC(N)=C(C#N)C1c1ccncc1 (stereo not drawn)	.	18	.	-1	.	0	.
21	C=CCC(C(=O)OC)(C(=O)OC)c1ccc([N+](=O)[O-])cc1[N+](=O)[O-]	3	-4	-5	.	.	.	.
22	O=C(C[C@H]1CC[C@@H]2[C@H](COC[C@@H](O)CN2CC2CCOCC2)O1)N1CCOCC1	2	-20	2	-1	2	-2[16.7 µM]	1
23	Cc1noc(C)c1NC(=O)Nc1ccc2c(c1)C(=O)N([C@H](C)CO)C[C@H](C)[C@H](CN(C)C(=O)c1ccccc1)OCCCC[C@@H](C)O2	-2	-9	-5	0	.	-4[16.7 µM]	-5
24	COc1ccc(S(=O)(=O)N2CCN(CC(O)COc3ccc(C#N)cc3)CC2)cc1OC (stereo not drawn)	-1	11	1	-1	0	-5	-9
25	CC(C)=CC(=O)N1CCC(N2CCC(C(=O)NCC3CCCO3)CC2)CC1 (stereo not drawn)	6	-7	-9	2	4	2	0
26	C[C@H](NC(=O)C[C@@H]1CC[C@@H]2[C@H](COC[C@@H](O)CN2C(=O)Nc2cccc(Cl)c2)O1)c1ccccc1	.	0	.	-8	-21	-8[16.7 µM]	5
27	O=C(NNC(=O)c1ccc2ccccc2c1)c1ccc(Cl)c(Cl)c1	7	3	.	1	1	.	1
28	COc1cc(C(=O)N/N=C(\C)c2ccccn2)cc(OC)c1OC	9	7	-2	3	-2	-4	-44
29	CCn1cc(C(=O)NCCCN2CCC(C)CC2)c2cc(OC)c(OC)cc2c1=O	-3	-4	-1	1	.	-10	-7
30	COc1ccc(CNc2nc(-c3cccnc3)nn2C(=O)C(C)C)cc1	-1	-10	-3	.	.	.	.

Reprinted, compounds 15 to 17
entry	compound	ERp5 block	ARNT TACC3 PPI	SIRT5 block	Cneo AK release	Statin myotox sup	miR122 inh	esBAF inh
15	CC[C@@H](C)[C@@H]1CN([C@@H](C)CN2CCC[C@H]2CN2C(N)=NC[C@@H]2Cc2ccccc2)C(=N)N1CCCC1CCCC1	-6	.	-2	3	-7	-4	-44
16	O=C(NCC1COc2ccccc2O1)C1(c2ccccc2)CCCC1 (stereo not drawn)	4	-7	-5	.	.	.	.
17	Cc1onc(-c2c(F)cccc2Cl)c1C(=O)Nc1ccc(S(=O)(=O)Nc2ncccn2)cc1	.	-2	.	-2	28	-1	2

(next part)
entry	compound	ERp5 block	ARNT TACC3 PPI	SIRT5 block	Cneo AK release	Statin myotox sup	miR122 inh	esBAF inh
31	COc1ccc(S(=O)(=O)N[C@H]2CC[C@H](CCn3cc(C(C)C)nn3)O[C@H]2CO)cc1	-4	-7	-4	-2	-3	2[16.7 µM]	3
32	Cc1cccnc1NC(=S)Nc1ccc(Br)cc1Cl	1	4	-2	14	14	-3	55*
33	CC(Oc1ccc2ccccc2c1)C(=O)NNC(=S)NC(=O)c1ccco1 (stereo not drawn)	.	6	.	0	9	4	-5
34	COc1ccc(CC(=O)Nc2nnc(CC(C)C)s2)cc1S(=O)(=O)N1CCOCC1	9	-4	-1	-1	20	-5	0
35	CC(=O)c1ccc(N2CCN(C(=O)c3ccc(S(=O)(=O)NCc4ccco4)cc3)CC2)cc1	1	-10	-2	0	0	11	1
36	O=C(CSc1ccc2c(c1)OCCO2)NC(=O)Cc1ccccc1	6	-1	-4	2	-1	-2	-4
37	Cc1ccccc1N1CCN(C(=O)c2cccnc2)CC1	-15	-7	-3	2	0	.	8
38	O=C(NCc1ccccc1F)[C@H]1[C@H](CO)[C@H]2Cn3c(cccc3=O)[C@H]2N1CC1CC1	0	1	4	-1	8	4[16.7 µM]	-5
39	CCc1cc(C(=O)c2ccc(OC)cc2)c(NC(=O)COCC(=O)O)s1	2	-39	-1	-2	7	.	-1
40	COc1ccc(NC(=O)N(C)C[C@H]2OCCCC[C@@H](C)Oc3ccc(NC(=O)NC4CCCCC4)cc3C(=O)N([C@H](C)CO)C[C@H]2C)cc1	-2	-3	0	-5	.	-1[16.7 µM]	-1
41	C[C@H](CO)N1C[C@H](C)[C@H](CN(C)CC2CC2)Oc2ccc(NC(=O)Nc3ccc4c(c3)OCO4)cc2CC1=O	-8	4	-2	-3	-6	3[16.7 µM]	-2
42	C[C@@H]1CN([C@@H](C)CO)C(=O)c2cc(C#C[C@@H](C)O)cnc2O[C@@H]1CN(C)CC1CCOCC1	-4	-6	-3	55	-6	5[16.7 µM]	5
43	CCOC(=O)C1=CCN(S(=O)(=O)c2ccccc2C)C1c1cccc(C)c1 (stereo not drawn)	4	.	-6	0	0	0	-2
44	C=CC[C@@H](CC(=O)N[C@@H](CO)Cc1ccccc1)C(=O)NC[C@H](OC(=O)[C@@H](CC=C)Cc1ccc(F)cc1)c1ccccc1	-1	-8	.	0	-83	0	3
45	CCCc1cnc(NCCNCC(O)COc2ccc(Cl)c(Cl)c2)nc1 (stereo not drawn)	1	2	-4	2	.	-9	.
46	O=C(N/N=C/c1ccco1)c1cc(-c2cccc3ccccc23)n[nH]1	.	6	.	-3	-8	2	40
47	OC[C@@H]1[C@@H](c2ccc(C#Cc3cccnc3)cc2)[C@H]2CN(Cc3ccccc3F)CCCCN12	3	-1	0	-2	35	6[16.7 µM]	0
48	O=C(NCc1ccco1)c1ccc(Cn2c(=O)c3ccccc3n(Cc3cccc(F)c3)c2=O)cc1	.	2	.	0	.	-9	-6
49	CCOc1ccc(OCC)c(NC(=O)C2CCN(c3nn4c(=O)cc(C)nc4s3)CC2)c1	.	7	.	1	4	-4	-5
50	S=c1[nH]nc(CCc2ccccc2)n1Cc1ccccc1	.	-5	.	3	.	-19	.
51	C/[N+]([O-])=C/c1c(OCc2ccccc2)ccc2ccccc12	2	-5	-2	-2	8	-3	?
52	CN(C)S(=O)(=O)c1cccc(NC(=O)COC(=O)CCc2nc3ccccc3s2)c1	.	4	.	-1	8	-4	4
53	CCN(C[C@@H]1N[C@@H](CO)[C@@H]1c1ccc(-c2ccc(F)cc2)cc1)C(=O)COC	-2	-5	0	2	4	17[16.7 µM]	4
54	CC1=C(C(=O)N2CCOCC2)CC(CC(=O)NCc2cccc3ccccc23)C(=O)N1CCC1=CCCCC1 (stereo not drawn)	3	.	-3	5	-2	-3	-8
55	COCC#Cc1ccc2c(c1)O[C@@H](CN(C)C(=O)C1CCOCC1)[C@@H](C)CN([C@H](C)CO)S2(=O)=O	-2	-5	-4	0	-15	0[16.7 µM]	0
56	CC(=O)c1ccc(Nc2nc3ccccc3nc2NS(=O)(=O)c2cccs2)cc1	-2	0	-13	-1	-7	4	5
57	O=C(Cn1cccc1)N1CCc2ccccc21	.	9	.	8	12	-4	4
58	CC1CCCCC1NC(=O)c1nnc(Cc2ccc(Cl)cc2)o1 (stereo not drawn)	-3	-5	-2	-1	3	2	-7
59	CCN(CC)S(=O)(=O)c1cccc(C(=O)NN2Cc3ccccc3C2=N)c1	-3	29	-1	.	1	-5	2
60	O=C(CNC(=O)c1ccccc1Br)N/N=C/c1cccs1	2	-42	-5	-1	5	-6	5
61	O=C(O)c1ccc(CP(=O)(c2ccccc2)c2ccccc2)cc1	2	-2	-1	-2	9	-3	-2
62	CCOc1ccc(OCCC(=O)Nc2ccc(N3CCOCC3)cc2N2CCOCC2)cc1	-10	.	.	-2	5	1	1
63	COCc1nnc(NC(=O)CC(C)c2ccccc2)s1 (stereo not drawn)	.	-3	.	11	5	-21	-2
64	O=C(c1cccc(F)c1)N1CCN(C(=O)c2cc3ncc(Br)cn3n2)CC1	.	-3	.	0	45	1	-8
65	CCOC(=O)CN(C(=O)Cn1nnc(-c2ccc(C)cc2)n1)C(CC)C(=O)NC1CCCC1 (stereo not drawn)	.	-10	.	6	19	-1	-2
